VLA-4 inh – inhibition in a human VLA-4 binding assay | VLA-4 expressing cells, ligand binding flow cytometry | inhibition, % (about 7 µM as worked out from the volumes in the protocol) | 0.2% of 330,000 active | AID 2557; in the data active = inhibition above about 50%
MCL1-BIM inh – MCL1-BIM-BH3 interaction inhibition (human); Q07820; GST-MCL1 / FITC-Bim-BH3 fluorescence polarization; inhibition, % at 10.9 µM; 0.68% of 320,000 active; AID 2057;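 active = inhibition above the mean inhibition of all tested compounds plus 3 SD, set per campaign, cut at about 40% in these data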;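 note: 0% = DMSO wells and 100% = unlabeled Bim-BH3 peptide control; higher means more loss of mP so more displacement of Bim peptide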
Target sequence (Q07820 whole entry, looked up): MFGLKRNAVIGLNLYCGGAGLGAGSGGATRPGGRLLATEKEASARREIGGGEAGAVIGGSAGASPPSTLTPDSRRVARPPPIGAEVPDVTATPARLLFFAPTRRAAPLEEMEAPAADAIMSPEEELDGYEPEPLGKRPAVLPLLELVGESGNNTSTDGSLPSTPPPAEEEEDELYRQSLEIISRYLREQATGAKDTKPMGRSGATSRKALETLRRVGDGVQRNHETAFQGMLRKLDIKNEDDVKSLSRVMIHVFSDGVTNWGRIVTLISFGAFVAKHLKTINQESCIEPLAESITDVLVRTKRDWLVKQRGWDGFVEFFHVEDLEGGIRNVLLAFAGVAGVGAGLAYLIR
MEX-5 binding – C. elegans MEX-5 TCR-2 RNA binding activity; Q9XUB2; MEX-5/FITC-TCR2 RNA binding, fluorescence polarization; active compounds read low; activity score (negative = inhibition of binding), % at 10 µM; 0.38% of 300,000 active; AID 1832;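 active = inhibition past about -25% in most replicates, and total fluorescence under double the plate's negative control median, limit read from the data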;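 note: 0% = DMSO and -100% = 5 µM competing unlabeled TCR2 RNA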
BCLXL inh – blocks human Bcl-xL binding to Bim BH3 peptide. Q07817. GST-Bcl-xL / FITC-Bim BH3 peptide fluorescence polarization. inhibition, % at 10.9 µM. 0.7% of 320,000 active;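 active = inhibition above the mean of all tested compounds plus 3 SD, cutoff set per campaign, cut at about 30% in these data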;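 note: 0% = DMSO wells and 100% = unlabeled Bim-BH3 peptide competitor; inhibitors lower millipolarization by displacing the labeled peptide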
GRK2 inh – blocks RNA aptamer binding to human GRK2. bead flow cytometry, FAM-aptamer displacement from GRK2. 0.59% of 330,000 active. P25098. inhibition of aptamer binding, % at 10 µM. AID 488847;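 active = inhibition of aptamer binding above 40%, roughly 3 SD of noise, on plates passing a quality check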;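 note: median bead fluorescence of bound FAM aptamer so fluorescent compounds give negative values; no value below 0 was filed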
Target sequence (P25098 whole entry, looked up): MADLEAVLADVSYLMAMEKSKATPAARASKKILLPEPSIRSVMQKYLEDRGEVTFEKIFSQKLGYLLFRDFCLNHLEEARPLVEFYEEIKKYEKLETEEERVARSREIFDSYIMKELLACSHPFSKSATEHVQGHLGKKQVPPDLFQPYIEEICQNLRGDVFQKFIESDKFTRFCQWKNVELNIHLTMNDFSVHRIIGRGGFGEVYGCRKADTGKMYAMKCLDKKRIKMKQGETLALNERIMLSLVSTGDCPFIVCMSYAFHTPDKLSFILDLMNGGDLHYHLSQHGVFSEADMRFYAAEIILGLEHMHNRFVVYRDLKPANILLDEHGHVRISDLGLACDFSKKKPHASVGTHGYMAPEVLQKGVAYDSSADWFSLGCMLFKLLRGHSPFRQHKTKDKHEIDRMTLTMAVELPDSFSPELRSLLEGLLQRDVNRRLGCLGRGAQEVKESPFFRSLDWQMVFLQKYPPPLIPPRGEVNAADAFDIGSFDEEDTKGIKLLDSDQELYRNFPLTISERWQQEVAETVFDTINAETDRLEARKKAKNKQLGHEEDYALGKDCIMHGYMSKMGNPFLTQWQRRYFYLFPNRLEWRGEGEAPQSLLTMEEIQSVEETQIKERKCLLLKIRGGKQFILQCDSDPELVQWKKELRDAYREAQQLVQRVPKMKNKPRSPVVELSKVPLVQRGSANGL
Yeast superoxide – lowers age-related superoxide in aged yeast cells. S. cerevisiae aged cells, superoxide DHE fluorescence; active compounds read low. 0.18% of 330,000 active. superoxide response (% of plate mean), % at 10 µM;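 active = superoxide response under a set limit, about three screen SD below normal, cut at about 65% in these data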;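 note: yeast aged for seven days with compound at 30 °C before DHE staining; 100% = average MFI of all compound-treated wells on the plate with controls excluded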
GLD-1 TGE inh – GLD-1-TGE RNA interaction inhibition (C. elegans) | Q17339 | purified GLD-1 + fluorescein TGE RNA, fluorescence polarization | inhibition, % at 5.96 µM | 0.44% of 320,000 active;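 active = percent inhibition above a per-plate cutoff, the plate mean of test compounds plus 3 SD, cut at about 30% in these data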;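 note: 0% = DMSO wells with GLD-1 and probe and 100% = wells lacking GLD-1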
AGP1 TOR yeast – modulators of TOR pathway AGP1-GFP in S. cerevisiae; S. cerevisiae AGP1-GFP multiplex flow cytometry, 3 h; GFP as percent of DMSO wells; GFP response vs DMSO, % at 10 µM; 0.02% of 320,000 active; AID 2066;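 active = GFP response relative to DMSO above a set limit, near screen average plus 3 SD, cut at about 150% in these data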;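 note: median GFP channel fluorescence of the gated AGP1 strain per well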
CIT2-GFP yeast – yeast TOR pathway CIT2-GFP modulation; S. cerevisiae CIT2-GFP strain, flow cytometry, 3 h; 100 means same as DMSO wells; GFP response vs DMSO, % at 10 µM; 0.065% of 320,000 active; AID 2029;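 active = GFP response relative to DMSO above a set limit, near the screen mean plus 3 SD, cut at about 150% in these data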;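 note: ratio of well median GFP fluorescence to mean of DMSO wells on the plate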
* hit, by the source's call; / = no result given.

SMILES	VLA-4 inh	MCL1-BIM inh	MEX-5 binding	BCLXL inh	GRK2 inh	Yeast superoxide	GLD-1 TGE inh	AGP1 TOR yeast	CIT2-GFP yeast
O=C(COc1ccc(F)c(Cl)c1)N1CCCCCCC1	18	7	-1.7	4	1	89	6	96	103
COc1ccccc1C(O)P(=O)(OC(C)C)c1ccc(N(C)C)cc1 (centres undefined)	3	8	0.4	9	0	99	4	100	99
CSc1nnc(-c2ccc(S(=O)(=O)N3CCOCC3)cc2)n1C	6	0	-0.6	1	0	96	2	107	112
COc1ccc(OC)c(NC(=O)Cn2cnc3c(cnn3-c3ccccc3)c2=O)c1	27	-5	2.6	1	1	103	2	103	97
CCOC(=O)c1cc(NC(=O)CC(C)(C)CC(=O)O)ccc1N1CCCCC1	-13	-2	-1.8	-2	1	105	0	101	103
N=P(N1CCOCC1)(N1CCOCC1)C12CC3CC(CC(C3)C1)C2	6	-1	-2.6	-1	0	92	1	108	111
Cc1cc(Br)ccc1SCC(=O)OCC(=O)NC1CC1	5	5	-2.3	-3	3	83	-2	97	98
CCOC(=O)C(CCC(=O)O)(CCC(C)C)c1csc(N)n1 (centres undefined)	10	4	2.5	5	0	117	1	104	104
OC(CN1CCN(Cc2ccccc2)CC1)c1ccc(Br)cc1 (centres undefined)	13	1	-0.6	2	3	98	-2	99	106
S=C(Nc1ccc(Cl)cc1)NN1CCOCC1	14	-1	1.2	4	2	104	-3	102	94
C=CCOC(=O)CCCC(=O)NC1CCCCC1	3	-2	1.0	4	0	99	-4	107	110
Cc1cc(C)cc(N(CCC(=O)O)S(=O)(=O)c2ccc3ccccc3c2)c1	8	6	1.0	2	3	82	4	91	93
Cc1ccc(S(=O)(=O)N2CC(O)CC2C(=O)Nc2ccc3c(c2)CCC3)cc1 (centres undefined)	-1	4	2.1	9	0	92	-4	100	/
O=C(O)c1nn(-c2ccccc2)c(-c2ccccc2)c1C(=O)c1ccccc1	-3	2	-0.5	5	0	96	-4	106	104
O=C(NCc1ccco1)C(=O)NCC1OCCN1C(=O)c1ccc(Cl)cc1 (centres undefined)	15	3	-2.4	6	0	92	2	95	98
CCOc1ccc(C2/C(=C(/O)c3ccc4c(c3)CC(C)O4)C(=O)C(=O)N2CCCn2ccnc2)cc1OCC (centres undefined)	0	4	-3.9	0	0	92	2	102	101
Cc1ccc(C(=O)NC(NC(=O)c2ccc(C)cc2)c2cccc([N+](=O)[O-])c2)cc1	14	-2	1.1	8	4	105	-11	115	115
Cc1ccc(C2c3c(-c4ccccc4O)n[nH]c3C(=O)N2Cc2ccncc2)cc1 (centres undefined)	4	1	-0.4	-6	1	94	4	101	104
CC1CN(C(=O)CSc2nnc(-c3cccs3)n2N)CC(C)O1 (centres undefined)	0	-4	/	-3	0	137	-1	109	97
CC(NC(=O)C(C)N1C(=O)c2cccc([N+](=O)[O-])c2C1=O)c1ccccc1 (centres undefined)	8	8	1.4	6	0	106	5	100	97
O=C(CSC1=NS(=O)(=O)c2ccccc21)Nc1ccccc1	21	18	-4.8	2	0	68	-2	65	68
Cc1ccc(S(=O)(=O)Nc2ccc(C(=O)N3CCCC3)cc2)cc1	2	8	2.5	3	0	91	18	101	113
CC(Sc1nc2c(c(=O)[nH]1)CCCC2)C(=O)Nc1ccc(Br)cn1 (centres undefined)	-4	0	0.7	0	0	130	7	94	95
O=C(Nc1cccc(F)c1)Nc1cnccn1	3	2	-0.5	2	0	107	3	94	96
CCn1c(SCC(=O)NCc2ccco2)nc2cccnc21	-11	5	-1.0	0	0	93	-3	98	103
Cc1onc(-c2c(Cl)cccc2Cl)c1COC(=O)c1ccc([N+](=O)[O-])cc1	2	5	0.4	4	0	78	4	98	95
Cc1cc(C)nc(/N=C2\NC(=O)CC(C(=O)O)N2c2cccc(Cl)c2)n1 (centres undefined)	-3	-5	1.4	-3	0	91	-3	103	93
Cc1cccc(CN2CCN(C(=S)Nc3ccccc3)CC2)c1	10	7	0.0	2	0	96	-2	98	85
Cc1ccccc1Nc1c(C)c(C)nc2ncnn12	12	-6	0.4	-2	3	99	-6	103	100
CCOc1ccc(N/C(N)=N/c2nc(CSc3nnc(C)s3)cc(=O)[nH]2)cc1	39	-3	1.5	-2	0	96	4	102	97
CC(C)n1cc(C(=O)c2cc(Br)ccc2O)cc(C#N)c1=O	10	0	0.0	3	1	100	5	98	100
COC(=O)c1ccc(N=NN2CCOCC2)cc1	1	6	2.5	5	1	87	4	89	95
O=C(Nc1ccccc1C(=O)N1CCCC1)c1ccc(Cl)cc1Cl	4	-1	-1.3	-2	0	98	-6	95	96
CN(C)c1nc(OCCOC(=O)c2ccccc2)nc(N(C)C)n1	15	4	0.1	3	0	102	1	99	100
CC1CC(=O)Nc2ccccc2N1S(=O)(=O)c1ccc(F)cc1F (centres undefined)	7	4	-0.7	0	0	117	-1	105	99
CC(Nc1ncnc2nc[nH]c12)c1ccccc1 (centres undefined)	2	2	20	4	0	97	5	104	100
CCOC(=O)N1CCN(C(=O)c2c(N)no[n+]2[O-])CC1	8	-1	3.0	3	0	115	3	93	94
Cc1nnc(SCC(=O)Nc2cccc([N+](=O)[O-])c2)n1CC1CCCO1 (centres undefined)	17	-5	-1.3	6	1	109	6	96	106
O=C(NCc1ccccc1F)C1CCN(C(=O)c2sccc2-n2cccc2)CC1	111*	-4	0.4	0	0	99	5	103	101
O=c1[nH]c2c(s1)C(c1ccccc1)C1C3CCC(C3)C1S2 (centres undefined)	0	6	-0.6	8	0	102	0	101	97
CCOc1ccc(S(=O)(=O)N(CC)CC(=O)NCc2ccncc2)cc1C	6	0	0.0	4	0	106	-1	105	103
CCOC(=O)c1sc(N)nc1C(C)(C)C	0	3	-1.0	-7	1	96	-9	91	88
O=C(NC1CC2CCC(C1)N2Cc1ccccc1)c1ccccc1Br (centres undefined)	2	11	-2.8	8	0	100	9	107	112
O=C(Cc1ccc(F)cc1)NC1CCSC1=O (centres undefined)	13	3	-0.7	7	4	97	4	105	100
Cc1nn(C)c(=O)n1N(C)c1ncc(C(F)(F)F)cc1Cl	-3	4	1.3	2	7	79	-3	94	99
Cc1nc(NCCc2ccccc2)c2oc3ccccc3c2n1	10	3	-0.8	4	0	75	5	98	110
O=C(NC1CCCc2ccccc21)c1cn2ccccc2n1 (centres undefined)	-9	-11	1.6	-7	3	93	0	101	73
CCN(CCCNC(=O)C1CCC(=O)N1Cc1ccc(C)cc1)c1cccc(C)c1 (centres undefined)	6	5	0.4	9	0	93	6	93	100
Cc1csc(=O)n1CCC(=O)OCc1nnc(-c2ccccc2Cl)o1	-4	/	/	/	0	100	2	104	97
Cc1ccc(C(=O)N/C(=C\c2ccco2)C(=O)NCCN2CCCCC2)cc1C	4	6	0.1	0	0	97	7	101	102
CCn1c(COc2ccc(=O)n(-c3ccccc3)n2)n[nH]c1=S	5	-13	0.4	-5	0	106	3	100	103
Cc1ccc(NCc2ccc(O)c3ncccc23)cc1C	1	18	0.1	15	2	96	-4	105	119
O=C(c1cccc(F)c1)N1CCc2ccccc2C1	-3	6	0.0	3	0	102	0	104	/
O=C(CCN1C(=O)/C(=C/c2ccc(F)cc2)SC1=S)NNC(=O)c1cccnc1	2	11	/	5	5	95	1	115	112
Cc1ccccc1-c1nnc(SC(C)C(=O)NC2CCCC2)o1 (centres undefined)	25	-3	/	-4	4	112	2	89	93
Cc1cc(OC(=O)c2ccccc2Cl)c([N+](=O)[O-])c(=O)[nH]1	37	-2	-1.3	3	0	92	6	101	102
COc1ccc(N2CC(C(=O)N3CCN(C(=O)c4ccco4)CC3)CC2=O)cc1 (centres undefined)	11	-2	-0.5	1	1	95	8	97	100
CC1CCC/C(=N\Nc2ccc(Cl)c(C(=O)O)c2)C1 (centres undefined)	24	18	-7.0	12	8	99	4	98	94
CCOc1ccc(CNC(=O)c2cc3oc4ccccc4c3n2C)cc1	-5	11	-0.5	9	3	83	3	109	103
O=C(O)CN1C(=O)/C(=C/c2ccc(N3CCCCC3)o2)SC1=S	-24	19	-2.1	23	7	107	10	104	100

Arranged by count of non-hydrogen atoms (descending): five of the compounds above.
SMILES	VLA-4 inh	MCL1-BIM inh	MEX-5 binding	BCLXL inh	GRK2 inh	Yeast superoxide	GLD-1 TGE inh	AGP1 TOR yeast	CIT2-GFP yeast
CCN(CCCNC(=O)C1CCC(=O)N1Cc1ccc(C)cc1)c1cccc(C)c1 (centres undefined)	6	5	0.4	9	0	93	6	93	100
O=C(CCN1C(=O)/C(=C/c2ccc(F)cc2)SC1=S)NNC(=O)c1cccnc1	2	11	/	5	5	95	1	115	112
O=C(NC1CC2CCC(C1)N2Cc1ccccc1)c1ccccc1Br (centres undefined)	2	11	-2.8	8	0	100	9	107	112
Cc1ccccc1-c1nnc(SC(C)C(=O)NC2CCCC2)o1 (centres undefined)	25	-3	/	-4	4	112	2	89	93
CC1CCC/C(=N\Nc2ccc(Cl)c(C(=O)O)c2)C1 (centres undefined)	24	18	-7.0	12	8	99	4	98	94

The results go on.
SMILES	VLA-4 inh	MCL1-BIM inh	MEX-5 binding	BCLXL inh	GRK2 inh	Yeast superoxide	GLD-1 TGE inh	AGP1 TOR yeast	CIT2-GFP yeast
COc1cc(OC)c(-c2cc(C(=O)O)ccc2OC)c(OC)c1	0	-9	0.4	0	0	111	-1	101	91
C=CCNC(=O)c1cnc2n(c1=O)CCS2	-9	-3	0.0	-2	0	101	-2	104	95
Cc1cc(=O)oc2cc(OCC(=O)NCc3ccco3)ccc12	18	1	0.1	9	4	108	3	103	104
CCOC(=O)CSc1nc2sc3c(c2c(=O)n1C1CCCCC1)CCN(C)C3	2	11	-0.5	5	1	101	-6	102	103
COc1ccc(Cc2nc3ccc(S(=O)(=O)N4CCOCC4)cc3[nH]2)cc1OC	4	5	-2.1	7	4	104	-4	101	98
CCOC(=O)Cc1csc(SC(C)C(=O)NC2CCCCC2C)n1 (centres undefined)	0	0	3.6	4	0	87	8	119	98
CC1(C)CC(NC(=S)Nc2ccc(S(N)(=O)=O)cc2)CC(C)(C)N1	24	4	0.7	0	72*	95	-7	88	86
CC1CCCCC1NC(=O)CCc1nc2sc3c(c2c(=O)[nH]1)CCCC3 (centres undefined)	1	7	2.4	0	7	107	-11	104	101
O=C(NCCC1CCCCN1S(=O)(=O)c1ccccc1)C(=O)NCc1ccccc1 (centres undefined)	9	0	1.2	5	0	98	-2	110	103
c1ccc2cc(CCO[C@H]3CCCCO3)ncc2c1	6	/	/	/	4	91	0	95	87
O=c1c(Cc2ccc(F)cc2)c(O)ccn1CCc1cnc[nH]1	13	5	-0.6	5	2	114	2	107	101
CCOC(=O)N1CCC(N2C(=O)c3ccccc3C2Nc2ccc3c(c2)OCCO3)CC1 (centres undefined)	4	4	-4.3	3	4	99	5	103	96
O=C(CN1C(=O)c2cccc3cccc1c23)N1CCN(Cc2ccc3c(c2)OCO3)CC1	6	2	0.1	5	2	92	1	94	93
O=C(NN1c2ccccc2CCc2ccccc21)c1ccccc1Br	14	6	-0.9	7	0	101	3	105	99
CCOC(=O)Nc1ccc(S(=O)(=O)Nc2cc(C)nc(C)n2)cc1	9	6	1.7	0	0	101	2	90	/
NC(=O)c1cnn(-c2cc(Oc3ccccc3)ncn2)c1N	0	-3	0.1	3	3	108	-1	98	91
O=C(CSc1nccc(-c2ccc(Br)cc2)n1)NCCc1ccccc1	9	-3	-3.4	1	0	103	-2	99	101
Cc1onc(-c2ccc(Cl)cc2Cl)c1C(=O)/C=C/N(C)C	10	-7	-1.0	0	1	108	-2	112	102

Compound activity (PubChem)
